V1R ag counter – activates human V1a receptor in oxytocin agonist counter-screen | P37288 | CHO-V1R cells, Fluo-8 calcium fluorescence, agonist mode; 0% DMSO, 100% 3 nM vasopressin | activation, % at 3 µM | hit rate 0.25% among 320,000 | AID 2797;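 active = activation above the mean activation of all tested compounds plus 3 SD, per screening run, cut at about 20% in these data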;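 note: signal is peak over basal fluorescence ratio across a 100 second FLIPR read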
OXTR potentiate – human OXTR potentiation; P30559; CHO-OTR cells, Fluo-8 calcium fluorescence, potentiator mode; 0% = oxytocin EC15, 100% = EC100; activation, % at 3 µM; hit rate 0.061% among 320,000; AID 2445;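 active = activation above that plate's cutoff, the mean activation of tested compounds plus 3 SD, cut at about 6.6% in these data, passing the limit was not always enough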;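 note: 100% uses oxytocin at 75 nM as the full agonist control; some results filed as inactive read as strong as hits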
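Replication – single well per compound, singlicate · Assay system – CHO cell line stably expressing human OTR · Timing – 6 min pre-incubation, 100 s read · Measure – normalized max/min fluorescence ratio, % activation · Doses – 3.0 µM, one dose · Detection – Fluo-8 calcium dye fluorescence · Probe or stimulus – oxytocin near EC15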
CHO parental Ca – counter-screen: ATP calcium response change in parental CHO cells; parental CHO-K1, ATP-induced calcium, Fluo-8 fluorescence; inhibition, % at 5.6 µM; hit rate 0.63% among 330,000;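 active = inhibition above that plate's mean sample inhibition plus 3 SD, cut at about 26% in these data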;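 note: 0% = ATP-challenged DMSO wells and 100% = DMSO wells without ATP; some compounds past the cut are filed as inactive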
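material = parental CHO cells | also added = ATP as calcium-mobilizing challenge | dosing = single point at 5.6 µM | detection = intracellular calcium via Fluo-8 no-wash fluorescent dye | read-out = % inhibition | benchmarks = low control ATP plus DMSO, high control DMSO only | repeats = one well per compound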
CHO-K1 Ca antag – nonselective inhibitor or artifact in parental CHO-K1 cells; inhibition, % at 3 µM; ATP-induced calcium, Fluo-8 fluorescence; AID 602250; hit rate 0.6% among 360,000;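 active = inhibition above a per-plate cutoff, the plate's mean sample inhibition plus 3 SD, cut at about 24% in these data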;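 note: 0% = DMSO plus EC80 ATP and 100% = DMSO alone without ATP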
TAAR1 antagonist – antagonists of human TAAR1 | CHO RD-HGA16 TAAR1, Fluo-8 calcium fluorescence, antagonist | AID 624466 | inhibition, % at 3 µM | hit rate 1.5% among 360,000 | Q96RJ0;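 active = inhibition above a per-plate cutoff, the mean inhibition of test compounds on that plate plus 3 SD, cut at about 49% in these data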;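 note: 0% = DMSO plus EC80 beta-PEA response and 100% = DMSO alone without agonist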
Target sequence (Q96RJ0 whole entry, looked up): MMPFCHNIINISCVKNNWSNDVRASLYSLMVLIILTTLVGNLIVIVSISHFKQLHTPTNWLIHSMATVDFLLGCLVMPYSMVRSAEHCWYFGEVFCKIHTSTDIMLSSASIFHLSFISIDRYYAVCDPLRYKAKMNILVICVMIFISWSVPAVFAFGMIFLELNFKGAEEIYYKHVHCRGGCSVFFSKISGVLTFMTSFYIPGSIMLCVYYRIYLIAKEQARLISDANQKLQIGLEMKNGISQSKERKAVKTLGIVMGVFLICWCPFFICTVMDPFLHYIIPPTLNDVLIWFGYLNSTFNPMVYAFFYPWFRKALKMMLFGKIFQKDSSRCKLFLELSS
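test system = CHO RD-HGA16 cells bearing hTAAR1 | replication = singlicate | controls = DMSO-only wells and EC80 β-PEA-stimulated wells | reagent = EC80 β-phenethylamine stimulus | read-out basis = percent inhibition of PEA-evoked calcium signal, max/basal emission ratio | schedule = seeding 17-24 h prior, 75-min 37 °C, 30-min RT dye loading | signal = kinetic Fluo-8 calcium fluorescence measurement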
M1 ag parental – nonselective activator or artifact in parental CHO-K1 cells. Fluo-8 calcium fluorescence; scaled to maximal ATP response, vehicle zero. activation, % at 3 µM. hit rate 0.48% among 360,000. AID 602248; in the data active = activation above about 15%;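 note: untransfected CHO-K1 host cells lacking M1 receptor as counterscreen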
TAAR1 ag – human TAAR1 agonism | Q96RJ0 | CHO RD-HGA16 TAAR1, Fluo-8 calcium fluorescence; vehicle wells 0%, saturating PEA agonist 100% | activation, % at 3 µM | hit rate 0.99% among 360,000 | AID 624467;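 active = activation above the mean activation of all test compounds in the run plus 3 SD, cut at about 38% in these data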
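test system = CHO RD-HGA16 cells carrying human TAAR1 plus Gα16 | schedule = 17-24 h seeding, 75 min 37 °C dye, 30 min RT | compound dosing = 3 µM single concentration | control set = DMSO and PEA EC100 | replicates = n 1 | signal = Fluo-8 fluorescence, 5 s baseline then 140 s kinetic read | measure = percent activation vs PEA EC100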
M1 ag – human M1 muscarinic receptor agonism. hit rate 0.33% among 360,000. activation, % at 3 µM. AID 588814. CHO-K1 hM1, Fluo-8 calcium fluorescence, agonist mode; 0% DMSO, 100% acetylcholine EC100. P11229;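 active = activation above the run's mean compound activation plus 3 SD, cut at about 16% in these data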;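 note: peak over basal fluorescence ratio within a 140 s kinetic read after compound addition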
Target sequence (P11229 whole entry, looked up): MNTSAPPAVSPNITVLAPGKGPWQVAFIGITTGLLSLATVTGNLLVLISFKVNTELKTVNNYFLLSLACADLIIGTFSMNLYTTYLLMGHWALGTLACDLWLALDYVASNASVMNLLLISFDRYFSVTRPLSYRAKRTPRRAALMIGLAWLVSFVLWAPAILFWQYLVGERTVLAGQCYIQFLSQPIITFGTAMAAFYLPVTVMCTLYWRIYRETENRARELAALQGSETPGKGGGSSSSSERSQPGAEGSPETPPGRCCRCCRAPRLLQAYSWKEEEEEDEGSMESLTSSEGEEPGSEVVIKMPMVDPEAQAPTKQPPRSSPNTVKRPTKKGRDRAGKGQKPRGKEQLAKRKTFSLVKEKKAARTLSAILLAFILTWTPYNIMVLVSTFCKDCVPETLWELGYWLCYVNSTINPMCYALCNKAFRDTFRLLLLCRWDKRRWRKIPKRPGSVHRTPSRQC
CHO-K1 Ca PAM – M1 PAM counterscreen hit in parental CHO-K1 cells; activation, % at 3 µM; hit rate 0.02% among 360,000; AID 602247; ATP EC20, Fluo-8 calcium fluorescence; 0% at ATP EC20, 100% at ATP max;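 active = activation above the run cutoff, the mean activation of all test compounds plus 3 SD, cut at about 40% in these data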;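 note: peak over basal fluorescence ratio in a 140 s read after ATP addition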
The depositor's hits bear a star; nt = not tested or not shown.

SMILES | V1R ag counter | OXTR potentiate | CHO parental Ca | CHO-K1 Ca antag | TAAR1 antagonist | M1 ag parental | TAAR1 ag | M1 ag | CHO-K1 Ca PAM
Cc1cc(NC(=O)CCC(=O)N(Cc2ccccc2)C(C(=O)NC2CCCC2)c2ccc(C)o2)no1 (configuration not stated) | 0.2 | -7 | -25 | -2 | 42 | 5.1 | 11 | -4 | -16
CCOCCCNC(=O)c1cn(CC)c2ccc(S(=O)(=O)N3CCC(C)CC3)cc2c1=O | -1.6 | -4 | -28 | -10 | -19 | 0.4 | -1 | -4 | 1
CCc1ccc(NC(=O)C(C)Sc2ccc(S(=O)(=O)N3CCN(C)CC3)cn2)cc1 (configuration not stated) | 2.7 | -4 | -29 | -17 | 3 | 1.9 | 4 | -4 | 8
CCC(=O)c1ccc(OCC(=O)OCC(=O)NCCC2=CCCCC2)cc1 | 0.4 | -9 | 11 | -8 | -19 | 2.4 | 2 | -1 | 10
COc1ccc(CNC(=O)C(C)NCc2ccc(S(N)(=O)=O)cc2)cc1 (configuration not stated) | 4.6 | -15 | -7 | -9 | 7 | 0.5 | -1 | -6 | -5
C/C(=N\NC(N)=O)C1CC(CC(C)C)C(=O)O1 (configuration not stated) | -0.2 | -8 | 12 | -1 | -7 | 0.1 | 7 | -5 | -8
O=C(NC1CCCCC1c1ccccc1)c1ccccc1 (configuration not stated) | nt | nt | nt | -3 | 4 | -0.8 | 0 | -8 | -8
O=C(Nc1ccccc1O)c1ccc2c(c1)C(=O)N(N1C(=O)c3ccccc3C1=O)C2=O | 1.7 | -4 | 2 | -4 | 5 | 0.3 | 0 | -2 | -7
O=C(OCc1ccccc1)C1CCN(S(=O)(=O)c2cccs2)CC1 | nt | nt | nt | -13 | -19 | 1.8 | 2 | -5 | 11
COc1cc(OC)cc(C(=O)NNC(=S)NCc2ccco2)c1 | -1.0 | -5 | -20 | -7 | -6 | -0.6 | 5 | -3 | 12
CN1C(=S)SC(C)(C)C1/[N+]([O-])=C/c1cccnc1 (configuration not stated) | 0.4 | -9 | -2 | -4 | -3 | 1.2 | 10 | -4 | 11
CCCCCCC1CC(/C(C)=N\NC(N)=O)OC1=O (configuration not stated) | -0.3 | 1 | -5 | -6 | 2 | -0.2 | -2 | -6 | 11
Cc1ccc2cc(NC(=O)C3(C)CCN3C(C)C)ccc2n1 (configuration not stated) | nt | nt | nt | -7 | -10 | 1.0 | 5 | -5 | 20
O=C(NCc1ccc2c(c1)OCO2)C1CC(=O)N(C2CCCCCCC2)C1 (configuration not stated) | 1.5 | 1 | -12 | -13 | 1 | 1.5 | 3 | -5 | 27
O=C(/C=C/c1cccs1)Nc1scc(-c2ccccc2)c1C(=O)O | nt | nt | nt | -2 | -13 | 0.8 | -2 | -4 | 12
Cc1cccc(NS(=O)(=O)Cc2ccccc2)n1 | 1.0 | -5 | -2 | -14 | -7 | 0.2 | -1 | -3 | 17
COCc1ccc(C(=O)NC2CCCc3c2cnn3-c2ccc(C)c(C)c2)o1 (configuration not stated) | 6.7 | -6 | 10 | -4 | 1 | 6.0 | 0 | 0 | -19
COc1nc(Nc2ccc(-c3nc4ccccc4o3)cc2)nc(N2CCOCC2)n1 | -0.3 | -4 | -23 | -7 | 9 | 2.0 | 9 | -3 | 15
Cc1ccc(Cn2c(Sc3nnc(C)s3)nc3c2c(=O)[nH]c(=O)n3C)cc1 | 1.4 | -6 | -25 | -8 | 0 | 0.1 | 0 | -7 | 17
O=C1NC[C@@H](CCCCN2C[C@H](Cc3ccc(O)cc3)N(CCc3ccccc3)C(=O)C2=O)N(CCc2ccc(O)cc2)C1=O | nt | nt | nt | -22 | -10 | 0.3 | 2 | nt | 4
O=C(NCc1ccc(OC(F)(F)F)cc1)C1CC(c2ccccc2C(F)(F)F)=NO1 (configuration not stated) | 0.3 | -6 | -16 | 11 | 0 | -0.2 | 0 | -4 | -19
NC(=O)CSc1ncnc2c1nnn2Cc1ccc(F)cc1 | 0.5 | -16 | 4 | -9 | -20 | 0.7 | 5 | -1 | -8
O=C(NNc1ccc([N+](=O)[O-])cc1)Nc1ccccc1 | 0.6 | -18 | 0 | 1 | 3 | 1.1 | 1 | -1 | 6
COc1cc(C(=O)Nc2ccc(N3CCCS3(=O)=O)cc2)c([N+](=O)[O-])cc1OC | 1.6 | 7 | -1 | 8 | -7 | 0.3 | 5 | -3 | -21
CC(=Nc1ccc(C)c(C)c1)C1=C(O)CCC1=O | 1.2 | -6 | -7 | -2 | -10 | -0.2 | 10 | -2 | 8

Exported with two lines to a compound: 4 of the compounds above.
Values run as follows: V1R ag counter | OXTR potentiate | CHO parental Ca | CHO-K1 Ca antag | TAAR1 antagonist | M1 ag parental | TAAR1 ag | M1 ag | CHO-K1 Ca PAM
- CCOCCCNC(=O)c1cn(CC)c2ccc(S(=O)(=O)N3CCC(C)CC3)cc2c1=O
    -1.6 | -4 | -28 | -10 | -19 | 0.4 | -1 | -4 | 1
- O=C(/C=C/c1cccs1)Nc1scc(-c2ccccc2)c1C(=O)O
    nt | nt | nt | -2 | -13 | 0.8 | -2 | -4 | 12
- O=C(NNc1ccc([N+](=O)[O-])cc1)Nc1ccccc1
    0.6 | -18 | 0 | 1 | 3 | 1.1 | 1 | -1 | 6
- O=C(OCc1ccccc1)C1CCN(S(=O)(=O)c2cccs2)CC1
    nt | nt | nt | -13 | -19 | 1.8 | 2 | -5 | 11

(list continues)
SMILES | V1R ag counter | OXTR potentiate | CHO parental Ca | CHO-K1 Ca antag | TAAR1 antagonist | M1 ag parental | TAAR1 ag | M1 ag | CHO-K1 Ca PAM
CC(C)(C)NC(=O)C(Cc1ccccc1)NS(=O)(=O)c1cccc2nsnc12 (configuration not stated) | -0.7 | 1 | -17 | 13 | 2 | 0.1 | 0 | -2 | -8
CC(C)(C)C(=O)N(Cc1ccc(Cl)cc1)Cc1cccnc1 | -0.1 | 0 | -22 | -13 | -7 | 1.4 | 0 | -4 | 13
Cc1cccc(N2C(=O)C=CC2=O)c1 | nt | nt | nt | -14 | -2 | 0.5 | 1 | -2 | 2
CCOC(=O)c1c(C)c(C(=O)Nc2cc(F)ccc2F)c(C)n1C | -1.1 | -3 | -20 | 7 | -19 | -0.3 | 7 | -11 | 0
CCOc1cccc2sc(N(CCCN(C)C)C(=O)Cc3ccccc3)nc12 | 2.3 | -3 | -10 | 4 | 1 | 0.1 | 2 | 3 | -7
O=C(Nc1ccccc1)c1cc(C2CCCN(C(=O)c3cccs3)C2)on1 (configuration not stated) | nt | nt | nt | 24* | 9 | 0.2 | -1 | -8 | -9
CC1(C)Cc2c(sc3ncn(N)c(=N)c23)CO1 | 0.2 | -4 | -24 | 27* | -4 | -0.5 | 7 | 0 | -4
CCOC(=O)COn1c(=O)c(-c2cccs2)[n+]([O-])c2ccccc21 | 0.1 | -3 | -7 | 7 | -4 | -0.2 | 13 | -3 | 1
C#CCn1c(S(=O)(=O)Cc2ccc(OC)cc2)nc(-c2ccccc2)c1-c1ccccc1 | 0.5 | -9 | -23 | -11 | 5 | 0.4 | 8 | -6 | 12
COc1ccc(S(=O)(=O)N2CCCC(C(=O)NCC3CCCO3)C2)cc1Cl (configuration not stated) | 1.1 | -1 | 1 | -2 | 3 | 1.8 | 3 | 0 | 6
CC(NCC(=O)NCC(=O)Nc1ccc(F)cc1)c1cccc(C(F)(F)F)c1 (configuration not stated) | 2.5 | -4 | -4 | -1 | 12 | 5.8 | 1 | -1 | 20
CCC(C)[C@H](NC(=O)N1CCC(Cc2ccccc2)CC1)C(=O)O (some centres not stated) | -0.4 | -10 | 13 | 0 | -16 | 1.6 | 4 | -1 | 17
C=CCn1c(SCC(=O)N2CCOCC2)nc(O)cc1=O | 1.6 | -10 | 0 | -1 | 1 | 0.8 | 8 | -2 | 13
Cc1ccc(-n2c(=O)c(C#N)cc3c(=O)n4ccccc4nc32)cc1C | 0.7 | -2 | -3 | -3 | -7 | 2.5 | 2 | -3 | 22
COc1ccc(C(C)=O)cc1CSc1nc2ccccc2c(=O)n1-c1ccccc1 | -0.2 | -1 | -18 | -10 | -16 | 0.8 | 2 | -8 | 22
Cc1cc(Cl)ccc1OCCCC(=O)NC1CCN(C)CC1 | 0.4 | -5 | -3 | 0 | nt | 1.9 | nt | -7 | 23
COc1ccc(NC(=O)c2cc(-c3cc(F)ccc3OC(C)C)n[nH]2)c(C)c1 | nt | nt | nt | 12 | 86* | 3.1 | 45* | -3 | -14
Cn1nc(NC(=O)C(F)(F)F)c2nccnc21 | nt | nt | nt | 6 | -21 | 0.0 | 2 | 1 | 9
COc1cc(CNC(=O)C2CC(O)CN2C(=O)Nc2ccccc2)cc(OC)c1OC (configuration not stated) | nt | nt | nt | -10 | -18 | -0.1 | 1 | -1 | 14
Cc1ccc(NC(=O)NCCN2C(=O)C3C4C=CC(C4)C3C2=O)cc1 (configuration not stated) | 1.3 | 0 | -4 | 1 | -3 | -0.1 | 3 | -1 | 6
CCC(=O)N=c1ccn(C2=Nc3ccccc3NC2=C(C#N)C#N)cc1 | -0.3 | 3 | -4 | -16 | -38 | 0.5 | 2 | -3 | 17
CC(C)c1ccccc1N=C1SCCCN1C(=O)c1cccc(N2C(=O)CCC2=O)c1 | 7.0 | -13 | -1 | 10 | -27 | 1.1 | 1 | -7 | 12
Cc1ccc(S(=O)(=O)Nc2cccc3cccnc23)c([N+](=O)[O-])c1 | 3.3 | -8 | 17 | 16 | -14 | 1.8 | -1 | 0 | -8
CCOC(=O)CSc1nc2cc(C(=O)NCc3ccco3)ccc2c(=O)n1-c1ccc(F)cc1 | -0.3 | -2 | -4 | -2 | nt | 0.0 | nt | -6 | 7
COc1ccc(Cl)cc1NC(=O)Nc1ccc(C(=O)N2CCCC2)cc1 | 2.0 | -6 | -5 | -2 | -29 | 0.0 | 20 | 4 | 0
CC(=O)Nc1ccc(-c2nnc(SCc3c(C)cc(C)cc3C)n2C)cc1 | 2.3 | -5 | -15 | 5 | 14 | 3.0 | 18 | 0 | 12
COc1cccc(/C=N/Nc2ncnc(N)c2[N+](=O)[O-])c1OC | 0.1 | -1 | -7 | -5 | nt | 1.5 | nt | -4 | 23
CCCS(=O)(=O)c1cscc1NC(=O)c1c(-c2c(F)cccc2Cl)noc1C | -1.1 | -4 | -28 | -7 | -23 | 1.7 | 7 | -5 | 12
CC(C)(C)c1cc(NC(=O)CSc2nncs2)n(-c2ccccc2)n1 | 0.2 | -2 | -14 | -11 | 5 | 1.3 | 6 | -5 | 12
CCOc1ccc(N(CC(=O)N2CCN(c3ccccc3OC)CC2)S(=O)(=O)c2ccc(F)cc2)cc1 | nt | nt | nt | -12 | 15 | 2.5 | -2 | -4 | 16
